Source: PubChem BioAssay (The Scripps Research Institute Molecular Screening Center)
TAAR1 antag: human TAAR1 antagonism; inhibition, % at 3 µM; hit rate 1.5% among 360,000; Q96RJ0; CHO RD-HGA16 TAAR1, Fluo-8 calcium fluorescence, antagonist; AID 624466;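 active = inhibition above a per-plate cutoff, the mean inhibition of test compounds on that plate plus 3 SD, cut at about 49% in these data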;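 also: 0% = DMSO plus EC80 beta-PEA response and 100% = DMSO alone without agonist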
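Material: CHO RD-HGA16 cells bearing hTAAR1; compound dosing: one-point dosing, 3 µM nominal final; schedule: dye loading 75 min at 37 °C, then 30 min room temperature; measured by: calcium fluorescence with Fluo-8; control set: vehicle and agonist controls; replication: n of 1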
CHRM1 antagonist: antagonists of human M1 muscarinic receptor; inhibition, % at 3 µM; hit rate 1.3% among 360,000; CHO-K1 hM1, Fluo-8 calcium fluorescence, ACh EC80 antagonist; P11229;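 active = percent inhibition above its own plate's cutoff, namely the mean of that plate's compound wells plus 3 SD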;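 also: peak over basal fluorescence ratio during 140 s after agonist addition; 0% = ACh EC80 plus DMSO and 100% = DMSO alone without agonist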
M1 ag: agonists of human M1 muscarinic receptor. P11229. CHO-K1 hM1, Fluo-8 calcium fluorescence, agonist mode; 0% DMSO, 100% acetylcholine EC100. activation, % at 3 µM. hit rate 0.33% among 360,000;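 active = activation above the run's mean compound activation plus 3 SD, cut at about 16% in these data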;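 also: peak over basal fluorescence ratio within a 140 s kinetic read after compound addition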
OXTR potentiator: potentiators of human oxytocin receptor | activation, % at 3 µM | CHO-OTR cells, Fluo-8 calcium fluorescence, potentiator mode; 0% = oxytocin EC15, 100% = EC100 | P30559 | hit rate 0.061% among 320,000;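 active = activation above that plate's cutoff, the mean activation of tested compounds plus 3 SD, cut at about 6.6% in these data, passing the limit was not always enough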;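 also: 100% uses oxytocin at 75 nM as the full agonist control; some results filed as inactive read as strong as hits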
Target sequence (P30559 whole entry, looked up): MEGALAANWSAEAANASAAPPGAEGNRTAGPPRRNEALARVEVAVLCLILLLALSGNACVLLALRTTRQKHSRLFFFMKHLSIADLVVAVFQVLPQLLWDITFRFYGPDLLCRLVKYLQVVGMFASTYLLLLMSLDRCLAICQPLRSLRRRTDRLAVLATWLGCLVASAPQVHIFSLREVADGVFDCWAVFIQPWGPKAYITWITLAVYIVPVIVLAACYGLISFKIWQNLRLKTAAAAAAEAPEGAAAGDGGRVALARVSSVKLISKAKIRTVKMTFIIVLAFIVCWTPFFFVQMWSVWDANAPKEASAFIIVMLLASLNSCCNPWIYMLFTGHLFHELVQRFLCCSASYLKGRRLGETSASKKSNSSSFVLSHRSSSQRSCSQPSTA
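Dosing: Single dose, 3.0 µM nominal final compound concentration | Material: Human OTR in CHO cells | Technique: Kinetic Fluo-8 calcium fluorescence | Benchmarks: EC15 oxytocin alone as 0%, 75 nM oxytocin as 100% | Probe or stimulus: Oxytocin at about EC15, sub-maximal agonist stimulus | Incubation: Compound 6 min at room temperature before oxytocin, 100 s read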
CHRM1 PAM: human CHRM1 positive allosteric modulation; CHO-K1 hM1, Fluo-8 calcium fluorescence, ACh EC20; 0% = ACh EC20, 100% = maximal ACh; P11229; activation, % at 3 µM; hit rate 0.088% among 360,000; in the data active = activation above about 19%, passing the limit was not always enough
TAAR1 ag: human TAAR1 agonism; AID 624467; CHO RD-HGA16 TAAR1, Fluo-8 calcium fluorescence; vehicle wells 0%, saturating PEA agonist 100%; activation, % at 3 µM; Q96RJ0; hit rate 0.99% among 360,000;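 active = activation above the mean activation of all test compounds in the run plus 3 SD, cut at about 38% in these data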
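Assay system: CHO-derived RD-HGA16 cells with stable Gα16 and human TAAR1; timing: 17-24 h seeding, 75 min 37 °C dye, 30 min RT; read-out: % activation from peak over basal fluorescence ratio, DMSO-to-PEA scaled; measured by: kinetic Fluo-8 calcium fluorescence; benchmarks: low control DMSO, high control PEA (EC100); doses: 3 µM single concentration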
CHO parental Ca: counter-screen for OX1R antagonists: effect in parental CHO cells; parental CHO-K1, ATP-induced calcium, Fluo-8 fluorescence; inhibition, % at 5.6 µM; hit rate 0.63% among 330,000; AID 463079;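 active = inhibition above that plate's mean sample inhibition plus 3 SD, cut at about 26% in these data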;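 also: 0% = ATP-challenged DMSO wells and 100% = DMSO wells without ATP; some compounds past the cut are filed as inactive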
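test system = CHO parental line | reagent = ATP stimulus | measured by = intracellular calcium via Fluo-8 no-wash fluorescent dye | control set = ATP and no-ATP DMSO wells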
V1aR counter: counter-screen for oxytocin receptor agonists: human V1a receptor agonists; P37288; CHO-V1R cells, Fluo-8 calcium fluorescence, agonist mode; 0% DMSO, 100% 3 nM vasopressin; activation, % at 3 µM; hit rate 0.25% among 320,000;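 active = activation above the mean activation of all tested compounds plus 3 SD, per screening run, cut at about 20% in these data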;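 also: signal is peak over basal fluorescence ratio across a 100 second FLIPR read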
Target sequence (P37288 whole entry, looked up): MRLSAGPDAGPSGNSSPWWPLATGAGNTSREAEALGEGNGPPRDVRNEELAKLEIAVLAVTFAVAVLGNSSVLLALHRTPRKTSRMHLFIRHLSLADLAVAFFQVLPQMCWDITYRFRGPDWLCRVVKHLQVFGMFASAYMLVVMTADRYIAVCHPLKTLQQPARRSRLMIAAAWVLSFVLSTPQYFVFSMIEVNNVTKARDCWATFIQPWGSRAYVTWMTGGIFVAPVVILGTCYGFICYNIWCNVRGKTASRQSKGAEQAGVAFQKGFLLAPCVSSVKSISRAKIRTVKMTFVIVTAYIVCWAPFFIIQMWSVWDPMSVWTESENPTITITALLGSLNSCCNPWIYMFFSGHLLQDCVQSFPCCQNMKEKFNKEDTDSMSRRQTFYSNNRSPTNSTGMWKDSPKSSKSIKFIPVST
OXTR ag: human OXTR agonism. activation, % at 3 µM. P30559. hit rate 0.32% among 320,000. CHO-OTR cells, Fluo-8 calcium fluorescence; normalized: DMSO 0%, oxytocin 100%;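 active = activation above the mean of all tested compounds plus 3 SD, cutoff set per screening run, cut at about 20% in these data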;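 also: peak over basal fluorescence ratio from a 100 s FLIPR kinetic read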
Numbers without * were called inactive.

Screening O=C(CN1CCN(Cc2ccccc2Cl)C1=O)NCC1CCCO1 (stereo not drawn) returned TAAR1 antag -24, CHRM1 antagonist -10, M1 ag -2, OXTR potentiator 2, CHRM1 PAM 15, TAAR1 ag 1, CHO parental Ca -3, V1aR counter 0.1 and OXTR ag 0.6.
For COc1ccc(-n2cccc2/C=C2\C(=N)N3N=C(c4ccco4)SC3=NC2=O)cc1 the results were TAAR1 antag -13, CHRM1 antagonist 1, M1 ag -8, OXTR potentiator -8, CHRM1 PAM 4, TAAR1 ag 7, CHO parental Ca 4, V1aR counter 0.7 and OXTR ag -0.8.
For Cc1ccn2c(C(=O)N/N=C\c3cccs3)c(C)nc2c1 the results were TAAR1 antag -12, CHRM1 antagonist -2, M1 ag -4, OXTR potentiator -3, CHRM1 PAM 3, TAAR1 ag 12, CHO parental Ca -17, V1aR counter 0.7 and OXTR ag -0.4.
For Cn1c(=O)[nH]c(=O)c2c1nc(CN1CCN(c3ccc(F)cc3)CC1)n2CCc1ccccc1 the results were TAAR1 antag -12, CHRM1 antagonist 3, M1 ag -4, OXTR potentiator -5, CHRM1 PAM -1, TAAR1 ag 10, CHO parental Ca -17, V1aR counter -0.3 and OXTR ag -0.5.
For COc1ccc(C/C(O)=C(\C#N)c2nc3ccccc3s2)cc1 the results were CHRM1 antagonist -15, M1 ag 5, OXTR potentiator -11, CHRM1 PAM -6, CHO parental Ca -6, V1aR counter 4.1 and OXTR ag 4.3.
O=C1c2ccccc2C(=O)N1n1cccc1 was read as TAAR1 antag -6, CHRM1 antagonist -8, M1 ag -4, OXTR potentiator 3, CHRM1 PAM 11, TAAR1 ag 3, CHO parental Ca -4, V1aR counter -0.2 and OXTR ag 1.0.
For CC(C)C(C)NC(=O)COC(=O)C1CCN(S(=O)(=O)c2ccc3c(c2)OCCO3)CC1 (stereo not drawn) the results were TAAR1 antag -8, CHRM1 antagonist -9, M1 ag -5, OXTR potentiator 5, CHRM1 PAM 7, TAAR1 ag -1, CHO parental Ca -3, V1aR counter -0.4 and OXTR ag -0.6.
`Cc1cc(C)c(Cn2c3ccccc3c3cnn(CC(=O)NCCN4CCOCC4)c(=O)c32)c(C)c1` gave TAAR1 antag -11, CHRM1 antagonist -16, M1 ag -3, OXTR potentiator -3, CHRM1 PAM 10, TAAR1 ag 2, CHO parental Ca -41, V1aR counter 1.4 and OXTR ag -0.2.
Screening O=C(Cc1ccc(Cl)cc1)N1CCOCC1 returned TAAR1 antag -16, CHRM1 antagonist -16, M1 ag -2, OXTR potentiator -4, CHRM1 PAM 8, TAAR1 ag 6, CHO parental Ca -13, V1aR counter 0.7 and OXTR ag -0.9.
For CCCCNC(=O)Cn1nnc(-c2ccccc2)c1COc1ccc(C(C)=O)cc1 the results were TAAR1 antag 3, CHRM1 antagonist -12, M1 ag -3, CHRM1 PAM 7 and TAAR1 ag 2.

Reprinted from the part before: 5 entries, then new ones.
O=C1c2ccccc2C(=O)N1n1cccc1 was read as TAAR1 antag -6, CHRM1 antagonist -8, M1 ag -4, OXTR potentiator 3, CHRM1 PAM 11, TAAR1 ag 3, CHO parental Ca -4, V1aR counter -0.2 and OXTR ag 1.0.
For CC(C)C(C)NC(=O)COC(=O)C1CCN(S(=O)(=O)c2ccc3c(c2)OCCO3)CC1 (stereo not drawn) the results were TAAR1 antag -8, CHRM1 antagonist -9, M1 ag -5, OXTR potentiator 5, CHRM1 PAM 7, TAAR1 ag -1, CHO parental Ca -3, V1aR counter -0.4 and OXTR ag -0.6.
`Cc1cc(C)c(Cn2c3ccccc3c3cnn(CC(=O)NCCN4CCOCC4)c(=O)c32)c(C)c1` gave TAAR1 antag -11, CHRM1 antagonist -16, M1 ag -3, OXTR potentiator -3, CHRM1 PAM 10, TAAR1 ag 2, CHO parental Ca -41, V1aR counter 1.4 and OXTR ag -0.2.
Screening O=C(Cc1ccc(Cl)cc1)N1CCOCC1 returned TAAR1 antag -16, CHRM1 antagonist -16, M1 ag -2, OXTR potentiator -4, CHRM1 PAM 8, TAAR1 ag 6, CHO parental Ca -13, V1aR counter 0.7 and OXTR ag -0.9.
For CCCCNC(=O)Cn1nnc(-c2ccccc2)c1COc1ccc(C(C)=O)cc1 the results were TAAR1 antag 3, CHRM1 antagonist -12, M1 ag -3, CHRM1 PAM 7 and TAAR1 ag 2.
`Cc1cc(C(=O)COC(=O)c2cccn2C)c(C)n1Cc1ccco1` gave TAAR1 antag 1, CHRM1 antagonist -3, M1 ag -5, OXTR potentiator -6, CHRM1 PAM 11, TAAR1 ag 11, CHO parental Ca -12, V1aR counter 2.3 and OXTR ag 1.0.
Cc1csc(NC(=O)C2COc3ccccc3O2)n1 (stereo not drawn) was read as TAAR1 antag 15, CHRM1 antagonist -11, M1 ag -4, OXTR potentiator -8, CHRM1 PAM 4, TAAR1 ag 6, CHO parental Ca -16, V1aR counter -0.2 and OXTR ag -1.5.
For Cn1c(-c2ccccc2)cc(=O)n1-c1ccccc1 the results were TAAR1 antag -3, CHRM1 antagonist -11, M1 ag -4, CHRM1 PAM 7 and TAAR1 ag 0.
Screening O=C(O)CC(SCC(=O)Nc1ccc(Br)cc1)C(=O)O (stereo not drawn) returned TAAR1 antag 8, CHRM1 antagonist -8, M1 ag -4, OXTR potentiator 4, CHRM1 PAM 14, TAAR1 ag 6, CHO parental Ca -7, V1aR counter 1.0 and OXTR ag 0.6.
For COc1cccc(C2=CC(c3cccc(OC)c3OC)n3nnnc3N2)c1 (stereo not drawn) the results were TAAR1 antag 10, CHRM1 antagonist 0, M1 ag -4, OXTR potentiator -7, CHRM1 PAM 3, TAAR1 ag 4, CHO parental Ca -24, V1aR counter 0.4 and OXTR ag -0.1.
COc1cccc(C(C(=O)NC2CCCCC2)N(Cc2ccco2)C(=O)c2ccccn2)c1 (stereo not drawn) was read as TAAR1 antag 4, CHRM1 antagonist -2, M1 ag 4, OXTR potentiator -7, CHRM1 PAM 14, TAAR1 ag 2, CHO parental Ca -28, V1aR counter 0.8 and OXTR ag 1.8.
`N#CCCn1nnc(-c2ccccc2F)n1` gave TAAR1 antag -4, CHRM1 antagonist -5, M1 ag -2, OXTR potentiator -16, CHRM1 PAM 4, TAAR1 ag 1, CHO parental Ca 2, V1aR counter 1.4 and OXTR ag 0.3.
COC(=O)C[C@H]1c2cc(C(F)(F)F)ccc2S(=O)(=O)N1C1CCCC1 was read as TAAR1 antag 3, CHRM1 antagonist -6, M1 ag -12, OXTR potentiator 4, CHRM1 PAM 4, TAAR1 ag 0, CHO parental Ca -22, V1aR counter -0.9 and OXTR ag -2.3.
For CC(=O)NC1C(=O)N=C(SCC(=O)NCc2ccccc2)NC1=O (stereo not drawn) the results were TAAR1 antag -7, CHRM1 antagonist -9, M1 ag 0, OXTR potentiator -8, CHRM1 PAM 11, TAAR1 ag 2, CHO parental Ca 7, V1aR counter 1.3 and OXTR ag -0.5.
For COc1ccccc1N1CCN(C(CNS(=O)(=O)c2ccccc2)c2ccccc2)CC1 (stereo not drawn) the results were TAAR1 antag -14, CHRM1 antagonist -6, M1 ag -3, OXTR potentiator -7, CHRM1 PAM 7, TAAR1 ag -2, CHO parental Ca -32, V1aR counter -0.8 and OXTR ag -2.4.
`CCOC(=O)c1sc(NC(=O)CC(C)c2ccccc2)nc1C` (stereo not drawn) gave TAAR1 antag -6, CHRM1 antagonist -4, M1 ag -5, OXTR potentiator -11, CHRM1 PAM 4, TAAR1 ag 0, CHO parental Ca -7, V1aR counter -0.8 and OXTR ag -2.1.
CCOC(=O)N1CCN(C(=O)/C(=C/c2ccc(Br)cc2)NC(=O)c2ccc(OC)cc2)CC1 was read as TAAR1 antag 5, CHRM1 antagonist 7, M1 ag -5, OXTR potentiator -9, CHRM1 PAM -5, TAAR1 ag 0, CHO parental Ca -18, V1aR counter 1.4 and OXTR ag -0.4.
Cc1ccc(C(CCN(Cc2ccccc2)C(=O)c2ccco2)c2ccco2)cc1 (stereo not drawn) was read as TAAR1 antag 33, CHRM1 antagonist -12, M1 ag -6, OXTR potentiator -2, CHRM1 PAM 4, TAAR1 ag -2, CHO parental Ca -25, V1aR counter 0.4 and OXTR ag -1.1.
Screening O=C(NCC(=O)N(Cc1ccco1)C(C(=O)NC1CCCCC1)c1cccnc1)c1ccco1 (stereo not drawn) returned TAAR1 antag 0, CHRM1 antagonist -7, M1 ag -4, OXTR potentiator -9, CHRM1 PAM 8, TAAR1 ag 10, CHO parental Ca -10, V1aR counter -0.9 and OXTR ag -0.5.
Screening COc1cccc(CNS(=O)(=O)c2c(C)[nH]c(C)c2C(=O)N2CCCC2)c1 returned TAAR1 antag 2, CHRM1 antagonist -13, M1 ag -2, OXTR potentiator -3, CHRM1 PAM 9, TAAR1 ag 1, CHO parental Ca -4, V1aR counter 0.7 and OXTR ag -0.6.
`COc1ccc(C(=O)N2C=Cc3ccccc3C2C#N)cc1` (stereo not drawn) gave TAAR1 antag -14, CHRM1 antagonist 1, M1 ag -4, CHRM1 PAM -1 and TAAR1 ag 0.
COc1ccc(Cl)cc1NC(=S)N1CCN(c2ccccn2)CC1 was read as TAAR1 antag 2, CHRM1 antagonist -10, M1 ag -1, OXTR potentiator -2, CHRM1 PAM 5, TAAR1 ag 6, CHO parental Ca -27, V1aR counter 1.1 and OXTR ag -0.5.
Screening CC1CCCN(CCCOc2ccc(Cl)cc2Br)C1 (stereo not drawn) returned TAAR1 antag -9, CHRM1 antagonist 13, M1 ag -13, OXTR potentiator -3, CHRM1 PAM -17, TAAR1 ag 10, CHO parental Ca -19, V1aR counter 0.3 and OXTR ag 1.2.
`Cc1ccc(OC2CCN(C(=O)[C@H]3O[C@@H](n4ccc(N)nc4=O)[C@H](O)[C@@H]3O)CC2)cc1` gave TAAR1 antag -13, CHRM1 antagonist -7, M1 ag -5, CHRM1 PAM 13 and TAAR1 ag 1.
Screening CCn1c(SCC(=O)Nc2ccccc2F)nnc1-c1ccoc1C returned TAAR1 antag 3, CHRM1 antagonist -4, M1 ag -4, OXTR potentiator -7, CHRM1 PAM 2, TAAR1 ag 4, CHO parental Ca -7, V1aR counter 1.6 and OXTR ag 0.9.
